Screening data (PubChem)
NALP1 inh: blocks the NALP1 inflammasome reconstituted in yeast | AID 2071 | 280,000 compounds, 0.61% hits | S. cerevisiae NALP1/ASC/caspase-1 growth, X-gal OD620, 72 h | inhibition, % at 10 µM; in the data active means inhibition mostly above about 24%, no sharp cut-off; inactive means mostly below about 32%; further: some compounds called inactive have numbers as strong as hits
PfM18AAP inh: blocks P. falciparum M18 aspartyl aminopeptidase. recombinant PfM18AAP, H-Glu-NHMec fluorogenic cleavage. inhibition, % at 7.35 µM. AID 1822. 290,000 compounds, 1.2% hits;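 active means inhibition above the campaign mean inhibition over all tested compounds plus 3 SD, cut at about 28% in these data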;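 further: 0% = plate median of test compound wells and 100% = 2 mM ZnCl2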
MEKK2mut PB1 HTS: signal of MEK5 binding to mutant human MEKK2 PB1 domain. 290,000 compounds, 0.35% hits. bead flow cytometry, Alexa488-MEK5 binding to MEKK2 mutant. percent response, % at 10 µM. AID 1530; in the data active means percent response above about 24%, passing the limit was not always enough; further: inactives centre near 1; some results filed as inactive read as strong as hits
GPR7 antagonist: blocks human GPR7 receptor signaling; inhibition, % at 4.4 µM; AID 1861; P48145; 290,000 compounds, 1.1% hits; GPR7-expressing cells, fluorescence antagonist assay; in the data active means inhibition above about 16%, passing the limit was not always enough;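 further: cells stimulated with the agonist NPW; 0% = agonist with vehicle and 100% = vehicle without agonist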
OXTR agonist: agonists of human oxytocin receptor. P30559. CHO-OTR cells, Fluo-8 calcium fluorescence; normalized: DMSO 0%, oxytocin 100%. activation, % at 3 µM. 320,000 compounds, 0.32% hits;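 active means activation above the mean of all tested compounds plus 3 SD, cutoff set per screening run, cut at about 20% in these data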;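 further: peak over basal fluorescence ratio from a 100 s FLIPR kinetic read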
Target sequence (P30559 whole entry, looked up): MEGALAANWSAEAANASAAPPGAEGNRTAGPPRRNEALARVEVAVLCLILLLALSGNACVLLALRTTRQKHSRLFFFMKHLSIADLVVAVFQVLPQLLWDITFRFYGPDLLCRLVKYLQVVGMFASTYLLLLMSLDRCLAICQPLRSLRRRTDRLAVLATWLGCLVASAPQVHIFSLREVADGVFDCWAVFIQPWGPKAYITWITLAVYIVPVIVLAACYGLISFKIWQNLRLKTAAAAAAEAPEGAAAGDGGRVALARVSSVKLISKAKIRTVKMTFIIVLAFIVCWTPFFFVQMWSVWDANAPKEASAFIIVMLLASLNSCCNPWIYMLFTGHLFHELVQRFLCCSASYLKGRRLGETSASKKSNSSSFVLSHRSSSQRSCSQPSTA
V1R ag counter: activates human V1a receptor in oxytocin agonist counter-screen | activation, % at 3 µM | P37288 | CHO-V1R cells, Fluo-8 calcium fluorescence, agonist mode; 0% DMSO, 100% 3 nM vasopressin | 320,000 compounds, 0.25% hits;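 active means activation above the mean activation of all tested compounds plus 3 SD, per screening run, cut at about 20% in these data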;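 further: signal is peak over basal fluorescence ratio across a 100 second FLIPR read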
Target sequence (P37288 whole entry, looked up): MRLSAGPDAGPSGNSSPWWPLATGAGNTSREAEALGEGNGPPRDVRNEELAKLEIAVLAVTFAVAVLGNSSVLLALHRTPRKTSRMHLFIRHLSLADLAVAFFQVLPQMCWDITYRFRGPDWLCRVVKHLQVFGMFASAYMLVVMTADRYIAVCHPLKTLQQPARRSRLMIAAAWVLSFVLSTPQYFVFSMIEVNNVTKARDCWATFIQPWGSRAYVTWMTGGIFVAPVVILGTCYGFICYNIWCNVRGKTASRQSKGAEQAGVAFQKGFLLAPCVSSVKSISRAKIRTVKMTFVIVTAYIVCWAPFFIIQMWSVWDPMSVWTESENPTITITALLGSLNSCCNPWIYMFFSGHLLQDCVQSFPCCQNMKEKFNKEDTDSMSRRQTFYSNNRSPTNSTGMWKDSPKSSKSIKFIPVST
MEKK2wt PB1 HTS: raises or lowers MEK5 binding to wildtype human MEKK2 PB1 domain; Q9Y2U5; bead flow cytometry, Alexa488-MEK5 binding to MEKK2 WT; actives lie on both sides; binding response (% of control), % at 10 µM; 290,000 compounds, 1.1% hits; AID 1531; in the data active means binding response below about 67% or above about 130%
GalR3 antagonist: blocks the human galanin receptor 3; O60755; HEK293 GalR3-CNG cAMP membrane potential fluorescence; galR3 body fused to GalR1 C-terminus; inhibition, % at 3 µM; 360,000 compounds, 0.44% hits;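 active means inhibition above the screen-wide average plus 3 SD, cut at about 13% in these data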;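 further: forskolin and galanin both at EC90 stimulate the cells; cAMP rise reported by CNG channel membrane potential dye signal; 0% = forskolin plus galanin with DMSO and 100% = forskolin alone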
Target sequence (O60755 1-299 limits assumed): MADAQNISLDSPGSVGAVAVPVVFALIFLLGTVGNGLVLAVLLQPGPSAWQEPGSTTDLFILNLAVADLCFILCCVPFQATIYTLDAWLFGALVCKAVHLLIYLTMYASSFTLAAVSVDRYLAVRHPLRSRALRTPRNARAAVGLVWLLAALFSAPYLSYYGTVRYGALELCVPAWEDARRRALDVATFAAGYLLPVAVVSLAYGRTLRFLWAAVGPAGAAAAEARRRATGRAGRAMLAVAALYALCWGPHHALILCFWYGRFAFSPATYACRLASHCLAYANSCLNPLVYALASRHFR
OXTR potentiator: potentiates the human oxytocin receptor response | P30559 | CHO-OTR cells, Fluo-8 calcium fluorescence, potentiator mode; 0% = oxytocin EC15, 100% = EC100 | activation, % at 3 µM | 320,000 compounds, 0.061% hits | AID 2445;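 active means activation above that plate's cutoff, the mean activation of tested compounds plus 3 SD, cut at about 6.6% in these data, passing the limit was not always enough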;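 further: 100% uses oxytocin at 75 nM as the full agonist control; some results filed as inactive read as strong as hits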
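Dosing: Single dose, 3.0 µM nominal final compound concentration | Material: Human OTR in CHO cells | Technique: Kinetic Fluo-8 calcium fluorescence | Benchmarks: EC15 oxytocin alone as 0%, 75 nM oxytocin as 100% | Probe or stimulus: Oxytocin at about EC15, sub-maximal agonist stimulus | Incubation: Compound 6 min at room temperature before oxytocin, 100 s read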
* = called active by the depositor; . = no result given.

SMILES	NALP1 inh	PfM18AAP inh	MEKK2mut PB1 HTS	GPR7 antagonist	OXTR agonist	V1R ag counter	MEKK2wt PB1 HTS	GalR3 antagonist	OXTR potentiator
Cc1cccc(OC(=O)c2ccncc2)c1C	7	-3	-5	-3	-2.0	-1.1	103	-6	-11
COc1cc2ccccc2cc1C(=O)Nc1ccccc1Cl	17	-2	-5	2	-0.6	5.8	96	-10	-17
CCCNC(=O)COC(=O)c1cc(C)nc2ccccc12	-3	-16	1	-10	0.1	0.9	95	-6	-7
COc1ccc(COC(=O)N/N=C(\C)CC(=O)Nc2c(C)cc(C)cc2C)cc1	-2	-4	.	-10	-2.3	-1.6	.	-5	-1
COc1ccc(CNC(=O)C2CC(C)=C(C)CC2C(=O)O)cc1 (configuration not stated)	1	3	-2	-5	-0.9	0.1	98	-4	-4
O=C(Nc1ccccc1)c1ccc(NCCN2CCOCC2)c(S(=O)(=O)N2CCOCC2)c1	4	1	3	-5	-0.4	0.5	105	-4	-8
Cc1cc(C(=O)COC(=O)c2ccc[nH]c2=O)c(C)n1-c1ccccc1F	-20	1	20	-16	0.8	-1.1	100	-5	7
Cc1ccccc1NC(=S)N(Cc1ccccc1)Cc1cccnc1	1	5	3	-8	0.2	0.0	103	1	2
CCc1sc(C(=O)Nc2ncccc2O)cc1C	4	-1	1	-16	.	.	103	-1	.
CC(OC(=O)/C=C/c1cccs1)C(=O)Nc1ccc(C(N)=O)cc1 (configuration not stated)	.	.	.	.	1.9	1.1	.	-2	7
O=C(N/N=C/C=C/c1ccccc1)c1cc2c(ccc3ccccc32)o1	40	1	10	-11	-0.4	-0.4	103	-1	-9
Nc1nnc(CCOc2ccccc2Cl)s1	-4	9	-1	1	-0.6	-0.5	97	-4	-7
COC(=O)c1ccc(CSc2nc(-c3ccccc3)cs2)o1	-10	1	-5	6	-2.1	-1.1	86	1	-5
Cc1cccc(-n2c(N)cc(=O)[nH]c2=S)c1	14	0	-6	1	0.5	-0.2	96	-1	-5
O=C(c1cccs1)N1CCCC(c2nc3c(nnn3Cc3c(Cl)cccc3Cl)c(=O)[nH]2)C1 (configuration not stated)	11	1	1	-11	0.8	2.0	102	3	0
COc1ccc(C(=O)N/N=C/c2ccc(N3CCOCC3)s2)cc1OC	.	.	.	.	1.0	0.0	.	-5	-4
CC(C)c1ccc(NC(=O)COC(=O)C2CC3C=CC2C3)cc1 (configuration not stated)	.	.	.	.	-1.5	-1.4	.	-5	0
O=c1c2c(-c3ccco3)csc2nc(SCc2cn3cccnc3n2)n1-c1ccccc1	10	2	7	-10	-1.2	-0.9	96	8	-6
Cc1cc(-n2c(C)cc(C(=O)CSc3nnc4sc5ccccc5n34)c2C)no1	8	6	-3	-14	0.1	0.2	92	-3	-8
O=C(NCC1CCCO1)c1ccc2c(=O)n(Cc3ccco3)c(SCC(=O)N3CCCC3)nc2c1 (configuration not stated)	18	1	-5	-8	-0.5	-0.8	100	-4	-3
COc1ccc([C@H]2CC(=O)C=C(c3cccc(OC)c3OC)C2)cc1OC	.	.	.	.	12	8.8	.	-9	-9
Cc1ccc(OCC(=O)OC(C)CN2CCCCC2)cc1 (configuration not stated)	12	3	10	-22	0.8	0.6	109	-9	5
Cc1c(C(=O)OC2CCCCC2)sc2nc[nH]c(=O)c12	22	-10	-4	-7	2.2	3.0	95	-5	-3
CCOC1CS(=O)(=O)CC1OCC (configuration not stated)	-8	-10	3	-5	0.9	0.0	104	-7	-3
CCC(C)(C)NC(=O)Nc1cc(Cl)ccc1OC	14	4	1	-11	-1.1	-1.6	99	-5	-5
O=C(CSc1ccccc1C(=O)N1CCCCC1)NCC1CCCCC1	3	0	9	-6	-1.3	-0.7	112	2	-6
CCC(=O)c1ccc(OCC(O)CN(CCc2ccccc2)Cc2ccccc2)cc1 (configuration not stated)	5	-8	11	-4	0.3	2.5	126	-6	-3
COc1ccc(NC(=O)C2COc3ccccc3O2)cc1S(=O)(=O)N1CCOCC1 (configuration not stated)	.	.	.	.	0.6	0.9	.	-4	-3
O=C(O)CN1C(=O)NC2(CCOc3ccccc32)C1=O (configuration not stated)	.	-1	-26	-5	0.4	1.6	84	-5	3
NC(=O)CC(NC(=O)Cc1cccc2ccccc12)c1ccc(N2CCN(c3ccccc3)CC2)c([N+](=O)[O-])c1 (configuration not stated)	.	.	5	.	0.6	1.7	107	-3	-9
O=c1[nH]nc(SCCS(=O)(=O)c2ccc(F)cc2)n1-c1ccccc1C(F)(F)F	.	-2	2	-14	1.5	-0.3	97	-4	-5
COC(=O)c1ccc(N2C(=O)CC(NCc3ccccc3)C2=O)cc1 (configuration not stated)	21	-3	7	-8	0.5	0.2	102	-2	-11
CCOC(=O)C(=CNc1ccc2c(c1)CCN2C(C)=O)C(=O)OCC	-6	3	4	-11	-3.7	-0.4	102	-5	-8
COc1ccccc1N1CCN(C(=O)C(=O)c2c(C)n(C)c3ccccc23)CC1	21	-2	-1	-9	3.6	2.8	94	-6	-13
CC(=O)OCCN(CCCn1c(-c2ccncc2)nc2ccccc21)c1nc(CN2CCCCC2)cs1	27	-1	-1	-4	0.3	0.7	102	-7	0
COc1ccc(Cl)cc1NC(=O)N1CCN(c2ccccc2OC)CC1	4	2	-9	-10	-1.9	-1.1	94	-2	-10
COc1ccc(CN2CCC(n3nccc3NC(=O)CCc3ccccc3)CC2)c(C)c1C	11	1	8	12	.	.	123	-8	.
COC(=O)c1cn(C(=O)c2ccc(F)cc2)c2ccccc12	14	-15	2	-9	0.5	-0.3	111	-7	-12
O=C(CSc1ccc2ccccc2n1)N/N=C/c1ccc(O)cc1	8	-1	11	-5	6.3	4.9	105	-8	-7
Cc1ccc(/C=C/C(=O)c2ccccc2O)cc1	-12	-11	-21	8	-2.8	-0.5	88	3	1

Part of the list above in order of length of the SMILES, ascending.
SMILES	NALP1 inh	PfM18AAP inh	MEKK2mut PB1 HTS	GPR7 antagonist	OXTR agonist	V1R ag counter	MEKK2wt PB1 HTS	GalR3 antagonist	OXTR potentiator
Cc1ccc(OCC(=O)OC(C)CN2CCCCC2)cc1 (configuration not stated)	12	3	10	-22	0.8	0.6	109	-9	5
O=c1[nH]nc(SCCS(=O)(=O)c2ccc(F)cc2)n1-c1ccccc1C(F)(F)F	.	-2	2	-14	1.5	-0.3	97	-4	-5
CC(=O)OCCN(CCCn1c(-c2ccncc2)nc2ccccc21)c1nc(CN2CCCCC2)cs1	27	-1	-1	-4	0.3	0.7	102	-7	0
NC(=O)CC(NC(=O)Cc1cccc2ccccc12)c1ccc(N2CCN(c3ccccc3)CC2)c([N+](=O)[O-])c1 (configuration not stated)	.	.	5	.	0.6	1.7	107	-3	-9

Next results follow.
SMILES	NALP1 inh	PfM18AAP inh	MEKK2mut PB1 HTS	GPR7 antagonist	OXTR agonist	V1R ag counter	MEKK2wt PB1 HTS	GalR3 antagonist	OXTR potentiator
CCOC(=O)c1cc(C(=O)c2cccs2)n2ccc(C(C)=O)cc12	21	0	-16	-12	-0.9	0.2	82	-4	-6
CNC(=O)c1cc(S(=O)(=O)Nc2ccc(C)cc2C)ccc1C	-2	-18	-3	-10	1.1	5.8	98	1	-7
Cc1ccc2nc(CNC(=O)C3CCC(=O)N(Cc4ccccc4F)C3)cn2c1 (configuration not stated)	4	3	5	1	.	.	106	-3	.
CCc1n[nH]c(=S)n1/N=C/c1c(O)ccc2ccccc12	-3	11	2	-16	-1.5	-0.1	106	-9	-10
CCC(C)(C)c1ccc(Oc2cccc(C(=O)O)c2)cc1	10	6	6	-6	4.4	1.6	102	-10	0
COc1cccc(N2C(=NC(=O)C3CCCCC3)SC3CS(=O)(=O)CC32)c1 (configuration not stated)	0	4	2	1	-0.5	-0.2	104	-7	-19
COCCNC(=O)CSc1nc2ccccc2c2nc(C)nn12	4	4	-6	13	-0.3	1.6	88	5	-12
CS(=O)(=O)N1CCC(C(=O)Nc2cccc(Br)c2)CC1	17	-7	5	-8	0.7	1.6	105	-13	2
Clc1ccccc1-c1nc(/C=N/N2CCOCC2)c2ccccn12	-8	2	-3	-17	-1.6	-0.2	94	-7	-9
COc1ccccc1CNC(=O)C1CCN(S(=O)(=O)c2ccc3nc4c(c(C(=O)O)c3c2)CCCC4)CC1	8	3	-1	-7	0.4	-0.2	102	-6	1
COc1cccc(NC(=O)CN(C)C(=O)Cc2ccc3c(c2)CCC3)c1	.	.	.	.	0.6	-0.1	.	-5	-6
O=C(NCC1CCCO1)C(c1cccs1)N(Cc1ccccc1Cl)C(=O)c1ccc(-c2ccccc2)[nH]1 (configuration not stated)	6	13	-3	-14	-0.7	0.8	99	-6	-7
O=[N+]([O-])c1ccc(SCCc2ccccn2)cc1	.	4	-26	-5	-2.2	-1.2	94	0	-8
Cc1ccccc1CSCCNC(=O)CSCc1ccc([N+](=O)[O-])cc1	13	0	.	10	-0.2	-0.4	.	-7	-5
COC/C=C/C1=CC2=CC(=O)C(C)(OC(=O)c3cccs3)C(=O)C2=CO1 (configuration not stated)	.	.	1	.	-0.6	0.1	100	.	-4
CC(C)(C)c1nnc(NC(=O)c2cccnc2)s1	22	-4	6	-6	0.0	-0.5	108	-2	-4
CC(=O)N/C(=C\c1ccccc1)C(=O)OC(C)C(=O)N(C)c1ccccc1 (configuration not stated)	.	.	.	.	0.0	0.5	.	-3	-8
COc1ccc(-c2cn(Cc3ccc4ccccc4c3)nn2)cc1	10	-4	-2	-1	0.4	3.1	104	-2	-8
Cc1ccc(NC(=O)COC(=O)c2ccc([N+](=O)[O-])o2)cc1S(=O)(=O)N1CCCCCC1	4	7	-1	0	1.0	1.8	90	-7	-24
COc1ccc(C2/C=C\CN(CC(C)(C)C)CC(=O)N2Cc2ccc(F)cc2)cc1 (configuration not stated)	12	.	1	.	-1.6	-0.3	103	-5	-7
CCN(CC)CCNC(=O)c1ccc(NC(=O)/C=C/c2ccc3ccccc3n2)cc1	5	11	11	-8	.	.	0.0*	-3	.
COc1ccc(Cl)cc1NC(=O)Cn1nnc(C(=O)NCCc2ccc(OC)c(OC)c2)c1N	24	-11	0	12	0.4	0.5	101	-12	-8
CC(C)N(C(=O)COC(=O)c1cccc(N(C)C)c1)c1ccccc1	11	2	2	-3	1.0	0.9	100	-10	-13
CCSc1nnc2c(n1)OC=Nc1ccc(Br)cc1-2	7	4	11	-4	-0.4	-0.8	118	6	-4
O=C1NCCN/C1=C\C(=O)c1ccc(Br)cc1	6	6	-2	-5	4.2	2.5	100	-1	-9
COC(=O)c1cc(Cl)c(NC(=O)C(C)C)cc1OC	-11	-6	0	-12	1.1	4.5	101	-3	3
CC(C)CC(c1nnnn1CCc1ccccc1)N1CCC(C(N)=O)CC1 (configuration not stated)	5	14	3	8	1.5	0.4	104	-3	-6
COC(CN(C(=O)CCl)C(C(=O)NC1CCCCC1)c1ccc(Cl)cc1)OC (configuration not stated)	26	-4	0	-6	-1.5	0.5	102	-2	1
CC(=O)c1ccc(OCc2cc(C(=O)N3CCC[C@H]3CO)no2)cc1	-9	-2	5	-2	0.6	2.1	102	-8	-6
CN(CC(=O)Nc1ccc(F)c(F)c1F)C(=O)/C=C/c1ccc(Cl)cc1	26	0	3	3	-0.5	0.5	88	0	-4
CC1=C(C(=O)Nc2ccccn2)C(c2ccc(Cl)cc2Cl)NC(=S)N1 (configuration not stated)	39	5	8	-6	1.4	2.0	104	-5	-11
Cc1ccc(C(C)C)c(OCC(=O)NCC(c2cccs2)N2CCOCC2)c1 (configuration not stated)	.	.	.	.	-1.6	-1.4	.	1	-16
